Assay outcomes deposited in PubChem by National Center for Advancing Translational Sciences (NCATS).
MLL CXXC-DNA inh: blocks binding of human MLL CXXC domain to DNA | Q03164 | MLL-CXXC / FITC-HOXA9 DNA fluorescence polarization | Potency, µM (series often up to 115 µM), inactives show at the highest dose activity change, negative = inhibition, actives largely listed as inhibitors | 290,000 compounds, 0.037% hits | AID 2662; active means well fitted inhibition curve with a large enough effect in the polarisation, with a control signal flat, not every such curve was filed as active; inconclusive means small, poorly fitted or top-dose-only effect, or effect the other way, or a change in a side signal; inactive means no such curve, though single readings can be large or run the other way; the % refers to the polarisation
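Fluorescence polarization: 7 uM MLL-CXXC (stock) preincubated 5 min with compounds, then 50 nM fluorescein-HOX-A9 DNA (stock) added; 30 min ambient. Buffer 50 mM Tris-HCl pH 7.5, 50 mM NaCl, 1 mM DTT, 0.05% BSA.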
FLuc modulator: counter-screen for miR-21 project: firefly luciferase inhibitors or activators | P08659 | purified FLuc, Km substrates, luminescence inhibition | Potency, µM (doses to about 57.5 µM), without a hit: at the highest dose activity change, negative = inhibition, usual class: inhibitors | 360,000 compounds, 6.9% hits | AID 588342;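 further: plate controls were vehicle for no effect and reference inhibitor for full effect; nearly all actives have a fitted effect of over 55% in size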
Target sequence (P08659 whole entry, looked up): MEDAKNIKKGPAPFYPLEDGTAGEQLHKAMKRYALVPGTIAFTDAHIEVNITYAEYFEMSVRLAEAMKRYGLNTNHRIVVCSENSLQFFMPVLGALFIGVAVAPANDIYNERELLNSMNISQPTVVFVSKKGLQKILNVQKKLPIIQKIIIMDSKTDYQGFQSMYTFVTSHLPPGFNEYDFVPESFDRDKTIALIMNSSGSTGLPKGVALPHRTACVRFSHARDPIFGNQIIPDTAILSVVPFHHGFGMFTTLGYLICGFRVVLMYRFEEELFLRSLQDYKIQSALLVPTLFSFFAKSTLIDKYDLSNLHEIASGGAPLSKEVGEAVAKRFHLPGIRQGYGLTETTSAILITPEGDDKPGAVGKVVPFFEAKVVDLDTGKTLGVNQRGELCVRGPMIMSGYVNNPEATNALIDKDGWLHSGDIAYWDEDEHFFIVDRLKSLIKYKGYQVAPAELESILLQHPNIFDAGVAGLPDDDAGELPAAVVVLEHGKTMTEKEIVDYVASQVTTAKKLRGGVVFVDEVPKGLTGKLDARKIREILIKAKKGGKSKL
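Purified P. pyralis luciferase, 10 nM final, with Km-level 10 uM D-luciferin and 10 uM ATP in 50 mM Tris acetate pH 7.5, 10 mM Mg acetate, 0.01% Tween-20, 0.05% BSA; 6-point qHTS titration about 60 µM downward; luminescence read.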
p53 reactivation: mutant p53 re-activation in reporter cells. H1299 p53-A138V BP100-luciferase reporter, luminescence, 24 h. Potency, µM (highest dose often 92.2 µM), without a hit: top-dose activity change, positive = activation, most hits filed as activators. 320,000 compounds, 0.063% hits. AID 504706; further: % of control where 0% means no effect; nearly all actives have a fitted effect of over 45% in size
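p53-null H1299 cells stably carrying temperature-sensitive p53-A138V and a BP100-luciferase reporter were pinned with compounds (4-point, 1:5 series) and held 24 hrs at 37 deg C. Luminescence was read 10 min after detection reagent.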
MBNL1-CUG inh: blocks human MBNL1 binding to CUG repeat RNA. Q9NR56. TR-FRET MBNL1-His/biotin-(CUG)12 binding, 665/545 ratio. Potency, µM (highest dose often 57.5 µM), for the others: at the top dose activity change, negative = inhibition, hits mostly inhibitors. 280,000 compounds, 0.036% hits; active means well fitted inhibition curve with a large enough effect in the signal ratio, with a control signal flat, not every such curve was filed as active; inconclusive means small, poorly fitted or top-dose-only effect, or effect the other way, or a change in a side signal; inactive means no such curve, though single readings can be large or run the other way; the % refers to the signal ratio; further: on the % scale 0 is the no-effect control and ±100 the full control effect
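Compound titration spanned 92 nM–58 uM against the MBNL1-His/biotin-(CUG)12 complex. After 60 min at room temperature with 5 nM streptavidin-XL665 and 0.055 ng/ul terbium anti-His, ratiometric 665/545 nm emission (Ex 340 nm) normalized to controls.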
Rab9 prom act: activates the Rab9 promoter; AID 485297; 320,000 compounds, 2.8% hits; Potency, µM (doses to about 9.22 µM), inactives show at the top dose activation, negative = inhibition, actives largely listed as activators; Huh7 Rab9 promoter-luciferase reporter, luminescence, 24 h; further: % of control where 0% means no effect; nearly all actives have a fitted effect of over 60% in size
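Luminescence read-out: Huh7 cells stably expressing Rab9-luciferase, treated 24 h with compound at 37 °C, then lysed with luciferase reagent for 10 min at ambient before reading.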
NPC1 prom act: activators of NPC1 promoter; Potency, µM (highest dose often 9.22 µM), for the others: at the highest dose activation, most hits filed as activators; AID 485313; 320,000 compounds, 2.4% hits; Huh7 NPC1 promoter luciferase reporter, 24 h;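 further: % of control where 0% means no effect; nearly all actives have a fitted effect of over 60% in size; reporter is driven by a mutant NPC1 promoter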
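Readout is luciferase luminescence, reflecting NPC1 promoter activation in stably transfected Huh7 cells after 24 h compound exposure at 37 °C in reduced-serum medium with 10% FBS.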
uPA generation: inhibitors of cell surface uPA generation. cell surface uPA generation assay, qHTS. Potency, µM (doses to about 38.3 µM), inactives show top-dose activity change, negative = inhibition, hits mostly inhibitors. AID 540303. 330,000 compounds, 0.31% hits; active means well fitted inhibition curve with a large enough effect; inconclusive means small, poorly fitted or top-dose-only effect; inactive means no such curve, though single readings can be large or run the other way; tested in mouse RAW 264.7 cells; further: on the % scale 0 is the no-effect control and ±100 the full control effect; nearly all actives have a fitted effect of over 55% in size
RORgamma inh: blocks mouse ROR gamma transcriptional activity; Potency, µM (top dose mostly 53.6 µM), for the others: at the highest dose activity change, negative = inhibition, most hits filed as inhibitors; Drosophila S2 Gal4-RORgamma UAS-luciferase reporter, 20 h; P51450; 310,000 compounds, 5.4% hits; further: on the % scale 0 is the no-effect control and ±100 the full control effect; nearly all actives have a fitted effect of over 60% in size
Target sequence (P51450 whole entry, looked up, the tested form may be a part): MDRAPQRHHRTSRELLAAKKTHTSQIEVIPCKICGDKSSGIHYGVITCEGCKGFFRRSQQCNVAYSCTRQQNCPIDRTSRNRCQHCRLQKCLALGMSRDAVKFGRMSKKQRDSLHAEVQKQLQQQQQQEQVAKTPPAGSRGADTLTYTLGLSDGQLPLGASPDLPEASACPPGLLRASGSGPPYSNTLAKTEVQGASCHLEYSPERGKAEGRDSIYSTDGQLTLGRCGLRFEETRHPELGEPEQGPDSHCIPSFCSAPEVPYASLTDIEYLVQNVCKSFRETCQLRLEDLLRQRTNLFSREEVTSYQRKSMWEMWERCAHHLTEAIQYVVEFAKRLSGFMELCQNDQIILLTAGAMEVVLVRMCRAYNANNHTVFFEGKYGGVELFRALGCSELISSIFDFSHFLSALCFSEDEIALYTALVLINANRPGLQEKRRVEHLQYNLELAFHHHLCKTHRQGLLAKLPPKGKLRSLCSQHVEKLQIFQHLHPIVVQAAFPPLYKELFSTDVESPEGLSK
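Stable Schneider cell line, Gal4 DNA-binding domain fused to ROR gamma, UAS-luciferase. Cmpd 1 hr RT → CuSO4 700 uM final → 20 hr RT → luciferase reagent 10 min → luminescence.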
BRCA1 expr up: increases BRCA1 expression | MCF7-BRCA1-FFLuc reporter, luminescence, 48 h; response scale: scaled: vehicle 0%, 10 µM genistein 100% | 380,000 compounds, 1.1% hits | Potency, µM (series often up to 46.1 µM), for inactives: at the top dose activation, most hits filed as activators; further: nearly all actives have a fitted effect of over 80% in size; some results filed as inactive show a strong effect at the top dose
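Cells: MCF7-BRCA1-FFLuc, 2000/well. Exposure: 48 h, 37 °C, 5% CO2. Read: luminescence, 15 min post-substrate. Controls: genistein 10 microM (maximal activation), DMSO (neutral).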
VP16 counter: inhibits Gal4-VP16 luciferase reporter, ROR gamma counter-screen | Drosophila S2 Gal4-VP16 UAS-luciferase, luminescence, 20 h | Potency, µM (doses to about 53.6 µM), inactives show at the top dose activity, negative = inhibition, usual class: inhibitors | 310,000 compounds, 3.5% hits | AID 2546;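 further: Gal4-VP16 expression switched on by copper sulfate through the metallothionein promoter; on the % scale 0 is the no-effect control and ±100 the full control effect; nearly all actives have a fitted effect of over 50% in size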
ELG1 genotox: inducers of genotoxicity in HEK293T ELG1-luciferase cells | HEK293T ELG1-luciferase reporter, luminescence, 16 h | Potency, µM (series often up to 46 µM), inactives show top-dose activity change, positive = activation, actives largely listed as activators | 330,000 compounds, 1.3% hits | AID 504466; further: % of control where 0% means no effect; nearly all actives have a fitted effect of over 60% in size
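DMSO vehicle served as control against compound-treated ELG1-luciferase HEK293T cells; exposure lasted 16 hr at 37 °C and 5% CO2, followed by ONE-Glo luminescence detection after 30 min.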
Starred values were filed as active, the others as inactive; ? = inconclusive; . = no result given; [ ] = remark or other dose. Unless noted, the call rests on the fitted dose curve; in most records, active means well fitted curve in the direction sought with a large enough effect; inconclusive means small, poorly fitted or top-dose-only effect, or another doubt; inactive means no such curve, though single readings can be large; an effect the other way counts as inactive or inconclusive. Potency means the concentration at half of the fitted maximal effect. An excerpt (hit frequency here may not be typical).

SMILES	MLL CXXC-DNA inh	FLuc modulator	p53 reactivation	MBNL1-CUG inh	Rab9 prom act	NPC1 prom act	uPA generation	RORgamma inh	BRCA1 expr up	VP16 counter	ELG1 genotox
O=C(COc1ccccc1)NCC(=O)N/N=C/c1cccs1	1%	?	14%	26%	1%	-2%	6%	33%	-2%	3%	1%
O=C(O)CCNC(=S)Nc1cccc(F)c1	2%	3%	-2%	-3%	-1%	2%	-1%	-7%	0%	0%	0%
COc1ccc(-c2csc(Cc3nnc(N4CCOCC4)n3-c3ccccc3)n2)cc1	0%	2%	-2%	13%	-5%	1%	-2%	10%	-6%	0%	-9%
CCCCOP(=O)(OCCCC)C(O)c1ccc(F)cc1 (configuration not stated)	-15%	2%	-8%	-11%	-5%	-6%	-4%	3%	-13%	1%	-12%
O=C(Nc1ccccc1N1CCCC1)c1ccc(Cl)cc1Cl	-2%	-9%	0%	3%	-8%	0%	1%	8%	0%	4%	-5%
COc1ccc(C(=O)SC2=NCCS2)cc1OC	33%[activator]	1%	3%	0%	2%	0%	-8%	?	4%[1.84 µM]	-2%	-1%
CC1CCc2c(sc(N)c2C(N)=O)C1 (configuration not stated)	-6%	-23%	16%	10%	-9%	0%	.	0%	-6%	-8%	3%
CCOc1cc(/C=C2\NC(=O)NC2=O)ccc1OC(C)C(=O)O (configuration not stated)	-17%	-1%	.	?	-4%	-1%	1%	-6%	1%	2%	3%
CC1=C(C(=O)Nc2ccc(C)cc2C)C(c2cccc([N+](=O)[O-])c2)n2nc(C(=O)OC(C)C)nc2N1 (configuration not stated)	3%	-1%	-3%	.	-1%	6%	-6%	23%	-31%	?	7%
CN1C(=O)CSC1=Nc1cccc(C(=O)O)c1	-8%	-1%	?	-6%	9%	-3%	5%	2%	-4%	0%	-1%

One compound at a time, from the list above. Screens in order: MLL CXXC-DNA inh, FLuc modulator, p53 reactivation, MBNL1-CUG inh, Rab9 prom act, NPC1 prom act, uPA generation, RORgamma inh, BRCA1 expr up, VP16 counter, ELG1 genotox
CCCCOP(=O)(OCCCC)C(O)c1ccc(F)cc1 (configuration not stated) across the screens: -15%, 2%, -8%, -11%, -5%, -6%, -4%, 3%, -13%, 1%, -12%
CC1=C(C(=O)Nc2ccc(C)cc2C)C(c2cccc([N+](=O)[O-])c2)n2nc(C(=O)OC(C)C)nc2N1 (configuration not stated) across the screens: 3%, -1%, -3%, ., -1%, 6%, -6%, 23%, -31%, ?, 7%
COc1ccc(-c2csc(Cc3nnc(N4CCOCC4)n3-c3ccccc3)n2)cc1 across the screens: 0%, 2%, -2%, 13%, -5%, 1%, -2%, 10%, -6%, 0%, -9%
CN1C(=O)CSC1=Nc1cccc(C(=O)O)c1 across the screens: -8%, -1%, ?, -6%, 9%, -3%, 5%, 2%, -4%, 0%, -1%
O=C(COc1ccccc1)NCC(=O)N/N=C/c1cccs1 across the screens: 1%, ?, 14%, 26%, 1%, -2%, 6%, 33%, -2%, 3%, 1%

(continued)
SMILES	MLL CXXC-DNA inh	FLuc modulator	p53 reactivation	MBNL1-CUG inh	Rab9 prom act	NPC1 prom act	uPA generation	RORgamma inh	BRCA1 expr up	VP16 counter	ELG1 genotox
COc1ccccc1NC(=O)Nc1ccc(-n2ccc(C(F)(F)F)n2)cc1	-2%	11µM*	10%	.	2.8µM*	?	-5%	?	10%	29%	-1%
Cc1ccc(C)c(/C=C2\CCn3c2nc2cc(C(=O)O)ccc2c3=O)c1	5%	0%	0%	-9%	-1%	-4%	1%	7%	-25%	-18%	6%
CCOc1ccccc1NC(=O)Nc1ccncc1	?	-5%	17%	-5%	11%	8%	0%	31%	18%	-10%	1%
O=C(O)C1C(c2ccccc2)C(C(=O)N2CCOCC2)C1c1ccccc1 (configuration not stated)	-5%	3%	-1%	10%	1%	-1%	.	-15%	0%	-3%	-1%
COC(=O)c1ccc(/C=N/N2C(C)CCCC2C)cc1 (configuration not stated)	4%	?	7%	7%	2.2µM*	?	0%	-5%	24%	-3%	?
CCCN(C(=O)CSc1nnc(-c2ccoc2C)n1N)C1CCS(=O)(=O)C1 (configuration not stated)	-7%	10%	12%	21%	-2%	-1%	1%	35%	3%	-10%[0.365 µM]	-4%
CCOC(=O)C1=C(C)Nc2nc(SCC)nn2C1c1ccc(OC)cc1 (configuration not stated)	8%	0%	-3%	3%	-2%	-3%	-5%	-12%	-20%	-8%	21%
CC(NC(=O)CN(C)Cc1nc2ccccc2c(=O)[nH]1)c1ccccc1 (configuration not stated)	-28%	-3%	-1%	-6%	4%	1%	7%	5%	-10%	-5%	4%
COc1ccc(OCC(O)CNS(=O)(=O)c2cccc(Cl)c2)cc1 (configuration not stated)	43%[activator]	5%	-3%	-11%	-3%	-6%	0%	2%	-32%	?	-7%
O=C(Nc1ccc(C(=O)O)cc1)Nc1cccc([N+](=O)[O-])c1	-2%	-17%	-2%	?	1%	-2%	-1%	1%	2%	-3%	0%
C/C=C(\C)CN1CCC(n2nccc2NC(=O)CCc2ccccc2)CC1	7%	2%	3%	-1%	2%	-1%	3%	-13%	17%	1%	-4%
CCOC(=O)c1ccc(NS(=O)(=O)c2ccc3c(c2)NC(=O)CCS3)cc1	-4%	3%	2%	-3%	0%	-1%	-2%	12%	1%	12%	-9%
O=S(=O)(Nc1ccccc1N1CCCCC1)c1cccs1	1%	0%	-2%	3%	-4%	0%	4%	-18%	0%	28%	0%
COc1ccc(C2C(C#N)=C(N)N(N(C)C)C3=C2C(=O)CC(C)(C)C3)cc1OC (configuration not stated)	1%	-1%	6%	18%	-3%	-3%	3%	4%	-3%	16%	-1%
O=C(N/N=C/c1c[nH]c2c1ccc1ccccc12)c1ccc([N+](=O)[O-])cc1	-9%	1%	-12%	4%	1%	1%	-5%	24%	-12%	-4%	-1%
COc1ccc(C=O)c(OC)c1	10%	1%	-4%	-7%	2%	0%	4%	0%	2%	-6%	-1%
Cc1nc(CCNS(=O)(=O)c2cccnc2)cs1	4%	-3%	-3%	-7%	1%	-1%	0%	23%	-4%	-2%	-1%
Nn1c(SCC(=O)Nc2ccc3c(c2)OCCO3)nnc1C(F)(F)F	4%	-17%	0%	-7%	-11%	2%	-4%	-12%	-7%	-4%	-1%
N#Cc1ccccc1OCC(=O)Nc1nnc(C2CC2)s1	.	?	?	.	?	?	-14%	.	76%	.	?
Cc1nc(SCc2nc3ccccc3[nH]2)c2oc3ccccc3c2n1	28%	?	-4%	-4%	0%	0%	-11%	14µM*	-59%	?	-11%
CCOC(=O)c1cn2nc(SCc3ccccc3)nc2nc1C	-1%	?	.	3%	?	?	1%	?	11µM*	-7%	?
C=CCn1c(Cc2ccc(OC(C)C)c(Cl)c2)nnc1SCC(N)=O	-1%	2%	-1%	0%	2%	3%	0%	0%	-13%	-2%	-2%
O=C(Nc1cc(-c2nc3ccccc3s2)ccc1Cl)c1ccc2c(c1)OCO2	39%[activator]	11µM*	10%	4%	1%	-1%	-7%	30%	-15%	10%	6%
CCCS(=O)(=O)c1nc(C)cc(C)c1S(C)(=O)=O	6%	-2%	-2%	-6%	-6%	-1%	-2%	-12%	1%	-12%	-1%
Cc1c(CNC(=O)C2CC2)c(-n2cccc2)n(Cc2ccccc2)c1C	-6%	-2%	-1%	-2%	13%	2%	-2%	-23%	-5%	-13%	0%
Cc1ccc(NC(=O)NCCSc2ccc(C)cc2)cc1	21%	-8%	-3%	2%	-4%	-2%	2%	25%	0%	-7%	0%
CSc1ccc(/C=C2\CCn3c2nc2cc(C(=O)O)ccc2c3=O)cc1	-5%	-9%	-4%	?	-7%	11%	-14%	-2%	-20%	-2%	-1%
CCCCn1c(N)c(N(CC)C(=O)c2cc(CC)c(C)s2)c(=O)[nH]c1=O	.	0%	-3%	.	-6%	-3%	0%	.	-5%	.	-1%
CC(Sc1nc(N)cc(=O)[nH]1)C(=O)N1CCOCC1 (configuration not stated)	.	-1%	-4%	.	0%	-1%	-1%	.	14%	.	1%
